KOR beta-arrestin-1 – KOR agonists, beta-arrestin recruitment, primary screen, cell-based, luminescence, uHTS (AID 1777); KOR beta-arrestin recruitment, luminescence; higher % means a stronger effect; activation, % at 10 µM, or EC50 in µM where a hit was titrated; 0.02% of 280,000 active; in the data active = activation above about 50%, passing the limit was not always enough; also: a part of the inactive calls stands beside numbers as strong as those of hits
LYP phosphatase – inhibitors of LYP phosphatase, biochemical, fluorescence intensity, uHTS (AID 1779). recombinant LYP phosphatase, fluorescence intensity; higher % means a stronger effect. inhibition, % at 11.5 µM; hits with a dose series show IC50 in µM. 0.054% of 290,000 active;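 also: plate controls were vehicle with enzyme for no effect and no enzyme for full effect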
HEK293 NOD2/NF-kB – inhibition of NOD2-driven NF-kB reporter – cell-based, luminescence, uHTS, HEK293 (AID 1566). HEK293 NOD2/NF-kB luciferase reporter, luminescence; higher % means a stronger effect. inhibition, % at 4 µM; hits with a dose series show EC50 in µM. 0.63% of 290,000 active; also: many of its hits are not listed in these tables
TNAP activation fold – human TNAP enzyme activators, primary screen, biochemical, luminescent, no phosphate acceptor, uHTS (AID 1001); 0.03% of 200,000 active; purified TNAP, luminescent activation assay, no phosphate acceptor; higher activation fold means a stronger effect; activation fold at 20 µM; hits with a dose series show EC50 in µM; in the data active = activation fold from about 3, or a potency from the dose series; inactive = the rest, 99 in 100 with activation fold below about 1.6; also: many of its hits are not listed in these tables
KOR beta-arrestin-2 – KOR antagonists, beta-arrestin recruitment, cell-based, luminescence, uHTS (AID 1778); KOR beta-arrestin recruitment, luminescence, antagonist mode; higher % means a stronger effect; 0.091% of 290,000 active; one-dose inhibition, % at 10 µM; IC50 in µM for titrated hits; also: strong numbers were not always called active
XIAP antagonists – small molecules displacing peptide from XIAP – biochemical, IAP family, fluorescence polarization (AID 1018) | one-dose displacement, % at 20 µM; IC50 in µM for titrated hits | 0.007% of 200,000 active | XIAP BIR domain, fluorescence polarization peptide displacement; higher % means a stronger effect; in the data active = displacement above about 50%; also: a part of the inactive calls stands beside numbers as strong as those of hits
human PMI inhibition – MPI enzyme activity inhibition – biochemical, fluorescence intensity, coupled assay, primary screen (AID 1209) | purified PMI enzyme, coupled fluorescence intensity; higher % means a stronger effect | inhibition, % at 20 µM, or IC50 in µM where a hit was titrated | 0.42% of 190,000 active;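 also: plate controls were DMSO vehicle for no effect and wells lacking substrate for full effect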
NOD1 NF-kB reporter – NOD1 signaling inhibitors, primary screen, cell-based, luminescence, uHTS (AID 1578); NOD1-driven NF-kB luciferase reporter cells, luminescence; higher % means a stronger effect; inhibition, % at 4 µM; hits with a dose series show EC50 in µM; 1% of 290,000 active; in the data active = inhibition mostly above about 36%, no sharp cut-off; inactive = mostly below about 34%;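 also: HEK-293T reporter cells stimulated with the NOD1 agonist gamma-tri-DAP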
PMI inhibition – human PMI inhibitors, high substrate, primary screen, biochemical, fluorescence intensity, high mannose 6-phosphate (AID 1220) | recombinant PMI enzyme, coupled fluorescence intensity; higher % means a stronger effect | one-dose inhibition, % at 20 µM; IC50 in µM for titrated hits | 0.66% of 190,000 active
An asterisk follows results filed as active; [ ] = another dose, or the depositor's remark. Rule as the data show it, unless noted: active = inhibition above about 50%; inactive = the rest.

How did Cc1c(Cl)cccc1NC(=S)NCc1ccc2c(c1)OCO2 do in these assays?
KOR beta-arrestin-1: -0.7%; LYP phosphatase: -3%; HEK293 NOD2/NF-kB: -5%; TNAP activation fold: 1; KOR beta-arrestin-2: 11%; XIAP antagonists: -7.6%; human PMI inhibition: 8%; NOD1 NF-kB reporter: -44%; PMI inhibition: 5%

How did COC(=O)c1c(NC(=O)c2ccccc2F)sc2c1C(C(=O)OC)CC2 (stereo not given) do in these assays?
KOR beta-arrestin-1: -7.0%; LYP phosphatase: -6%; HEK293 NOD2/NF-kB: -8%; KOR beta-arrestin-2: 5%; NOD1 NF-kB reporter: -39%

What do the screens show for `O=C(O)c1ccc(NC2=C/C(=N/S(=O)(=O)c3ccccc3)c3ccccc3C2=O)cc1`?
KOR beta-arrestin-1: -0.7%; LYP phosphatase: -4%; HEK293 NOD2/NF-kB: 25%; TNAP activation fold: 0.7; KOR beta-arrestin-2: -49%; XIAP antagonists: -5.8%; human PMI inhibition: -69%; NOD1 NF-kB reporter: 11%; PMI inhibition: -34%

What do the screens show for `COCCN(CCOC)c1nc(-c2ccc(Cl)cc2)nc2ccccc12`?
KOR beta-arrestin-1: 9.2%; LYP phosphatase: -7%; HEK293 NOD2/NF-kB: 2%; KOR beta-arrestin-2: -26%[20 µM]; NOD1 NF-kB reporter: 5%

What do the screens show for `CCNC(=O)NC(=O)C(C)OC(=O)c1oc2ccc(OCC)cc2c1C` (stereo not given)?
KOR beta-arrestin-1: 2.0%; LYP phosphatase: -3%; HEK293 NOD2/NF-kB: 13%; TNAP activation fold: 1; KOR beta-arrestin-2: 25%; XIAP antagonists: -4.6%; human PMI inhibition: 12%; NOD1 NF-kB reporter: -5%; PMI inhibition: -3%

Results for CCOc1ccc(-c2nc3n(c(=O)c2C#N)CCCS3)cc1 ?
KOR beta-arrestin-1: -5.5%; LYP phosphatase: -3%; HEK293 NOD2/NF-kB: 10%; TNAP activation fold: 1; KOR beta-arrestin-2: 24%; XIAP antagonists: -5.3%; human PMI inhibition: 14%; NOD1 NF-kB reporter: -38%; PMI inhibition: 6%

How did COCc1nn2c(N)c(-c3ccccc3)cnc2c1-c1ccccc1 do in these assays?
KOR beta-arrestin-1: -0.2%; LYP phosphatase: -6%; HEK293 NOD2/NF-kB: -22%; KOR beta-arrestin-2: -36%[20 µM]; NOD1 NF-kB reporter: -54%

What do the screens show for `CC(C)NC(NC(=O)/C=C/c1ccccc1)C(Cl)(Cl)Cl` (stereo not given)?
LYP phosphatase: -4%; HEK293 NOD2/NF-kB: 4%; TNAP activation fold: 1.1; KOR beta-arrestin-2: 0%[20 µM]; XIAP antagonists: -2.9%; human PMI inhibition: 3%; NOD1 NF-kB reporter: -6%; PMI inhibition: -5%

How did CCCCCOP(=O)(c1ccccc1)c1ccccc1 do in these assays?
KOR beta-arrestin-1: -0.9%; LYP phosphatase: 1%; HEK293 NOD2/NF-kB: -19%; TNAP activation fold: 1.1; KOR beta-arrestin-2: -3%; XIAP antagonists: -1.6%; human PMI inhibition: 4%; NOD1 NF-kB reporter: -29%; PMI inhibition: -3%

How did O=C(COc1ccccc1)N1CCc2ccccc21 do in these assays?
KOR beta-arrestin-1: 5.6%; LYP phosphatase: -6%; HEK293 NOD2/NF-kB: -58%; TNAP activation fold: 1.1; KOR beta-arrestin-2: -12%; XIAP antagonists: 0.4%; human PMI inhibition: -4%; NOD1 NF-kB reporter: -24%; PMI inhibition: 2%

What do the screens show for `Cc1cc(NC(=O)CSc2nnc3ccccn23)no1`?
KOR beta-arrestin-1: 7.8%; LYP phosphatase: -3%; HEK293 NOD2/NF-kB: 1%; TNAP activation fold: 1.1; KOR beta-arrestin-2: -17%; XIAP antagonists: -1.3%; human PMI inhibition: -13%; NOD1 NF-kB reporter: -18%; PMI inhibition: -10%

Results for COc1ccc(N2CCN(C(=O)c3c(Cl)cnn3C)CC2)cc1 ?
KOR beta-arrestin-1: -0.7%; LYP phosphatase: -7%; HEK293 NOD2/NF-kB: -5%; KOR beta-arrestin-2: 7%; NOD1 NF-kB reporter: -19%

Results for COc1ccc(OCCn2cnc(Cl)c2Cl)cc1 ?
KOR beta-arrestin-1: -1.5%; LYP phosphatase: -6%; HEK293 NOD2/NF-kB: 5%; KOR beta-arrestin-2: 10%; NOD1 NF-kB reporter: -6%

What do the screens show for `O=C(N/N=C\c1cn[nH]c1-c1ccccc1)c1ccc([N+](=O)[O-])cc1`?
KOR beta-arrestin-1: 0.8%; LYP phosphatase: -4%; HEK293 NOD2/NF-kB: 2%; TNAP activation fold: 1.1; KOR beta-arrestin-2: -7%; XIAP antagonists: 1.2%; human PMI inhibition: 4%; NOD1 NF-kB reporter: -14%; PMI inhibition: 7%

How did O=C(O)/C=C/C(=O)NNc1ncnc2ccccc12 do in these assays?
KOR beta-arrestin-1: 0.1%; LYP phosphatase: -6%; HEK293 NOD2/NF-kB: 6%; KOR beta-arrestin-2: 14%; NOD1 NF-kB reporter: 9%

How did CC(c1ccco1)N(C(=O)c1ccc(F)cc1)c1ccccn1 (stereo not given) do in these assays?
KOR beta-arrestin-1: -4.1%; LYP phosphatase: -11%; HEK293 NOD2/NF-kB: -7%; TNAP activation fold: 1; KOR beta-arrestin-2: -14%; XIAP antagonists: -9.4%; human PMI inhibition: -14%; NOD1 NF-kB reporter: 4%; PMI inhibition: -3%

What do the screens show for `COc1ccccc1/C(C)=N/NC(=S)NCc1ccccc1`?
KOR beta-arrestin-1: -4.6%; LYP phosphatase: 2%; HEK293 NOD2/NF-kB: -7%; TNAP activation fold: 1.8; KOR beta-arrestin-2: 17%; XIAP antagonists: -2.7%; human PMI inhibition: 5%; NOD1 NF-kB reporter: -25%; PMI inhibition: 5%

Results for CC1CCN(CCCCOc2ccccc2-c2ccccc2)CC1 ?
KOR beta-arrestin-1: 6.6%; LYP phosphatase: -7%; HEK293 NOD2/NF-kB: -28%; TNAP activation fold: 1.2; KOR beta-arrestin-2: 0%; XIAP antagonists: -12%; human PMI inhibition: -1%; NOD1 NF-kB reporter: -20%; PMI inhibition: -8%

What do the screens show for `CS(=O)(=O)N1CCN(C(=O)NC2CCCCC2)CC1`?
KOR beta-arrestin-1: -2.7%; LYP phosphatase: -8%; HEK293 NOD2/NF-kB: 7%; TNAP activation fold: 1.1; KOR beta-arrestin-2: 5%[20 µM]; XIAP antagonists: -2.3%; human PMI inhibition: -3%; NOD1 NF-kB reporter: -24%; PMI inhibition: -7%

How did COc1ccc(CCNC(=O)c2cc3c(=O)n(C)c4ccccc4c3n2C)cc1OC do in these assays?
KOR beta-arrestin-1: 5.5%; LYP phosphatase: -3%; HEK293 NOD2/NF-kB: 21%; KOR beta-arrestin-2: -16%; NOD1 NF-kB reporter: 2%

Results for Cn1cnc2c(NCc3ccco3)ncnc21 ?
KOR beta-arrestin-1: -2.2%; LYP phosphatase: -1%; HEK293 NOD2/NF-kB: 2%; TNAP activation fold: 1.1; KOR beta-arrestin-2: -4%; XIAP antagonists: -2.6%; human PMI inhibition: -5%; NOD1 NF-kB reporter: -48%; PMI inhibition: 1%

What do the screens show for `COc1ccccc1N1CCN(/N=C\c2ccccc2)CC1`?
KOR beta-arrestin-1: -6.5%; LYP phosphatase: -4%; HEK293 NOD2/NF-kB: -36%; KOR beta-arrestin-2: 4%[20 µM]; NOD1 NF-kB reporter: -45%

Results for CCCc1nnc(SCC(=O)Nc2cccc(C(F)(F)F)c2)o1 ?
KOR beta-arrestin-1: -0.2%; LYP phosphatase: -9%; HEK293 NOD2/NF-kB: 12%; KOR beta-arrestin-2: -8%; NOD1 NF-kB reporter: -16%

What do the screens show for `COc1ccc(Oc2ncccc2[N+](=O)[O-])cc1`?
KOR beta-arrestin-1: 1.2%; LYP phosphatase: -4%; HEK293 NOD2/NF-kB: 6%; KOR beta-arrestin-2: -13%; NOD1 NF-kB reporter: -12%

Results for CC1=NN(c2ccccc2)C(=O)/C1=C/N(C)C ?
KOR beta-arrestin-1: 7.1%; LYP phosphatase: -4%; HEK293 NOD2/NF-kB: 9%; KOR beta-arrestin-2: 3%; NOD1 NF-kB reporter: -4%

What do the screens show for `O=C(NCCN1CCOCC1)c1ccc2c(c1)N(Cc1ccccc1F)C(=O)c1ccccc1S2(=O)=O`?
KOR beta-arrestin-1: 0.1%; LYP phosphatase: -17%; HEK293 NOD2/NF-kB: 5%; KOR beta-arrestin-2: -46%; NOD1 NF-kB reporter: 4%

What do the screens show for `O=C(Nc1ccon1)c1ccc2c(c1)OCO2`?
KOR beta-arrestin-1: -3.9%; LYP phosphatase: 3%; HEK293 NOD2/NF-kB: -14%; TNAP activation fold: 1; KOR beta-arrestin-2: -24%; XIAP antagonists: -8.5%; human PMI inhibition: 6%; NOD1 NF-kB reporter: -26%; PMI inhibition: 10%

How did CCC(C)NC(=O)c1ccc(NC(=O)C2=C(C)OCCS2)cc1 (stereo not given) do in these assays?
KOR beta-arrestin-1: -2.5%; LYP phosphatase: -6%; HEK293 NOD2/NF-kB: -2%; KOR beta-arrestin-2: 8%; NOD1 NF-kB reporter: -8%

How did O=C(O)c1ccccc1SCC(=O)N1c2ccccc2Sc2ccccc21 do in these assays?
KOR beta-arrestin-1: 5.3%; LYP phosphatase: -6%; HEK293 NOD2/NF-kB: -2%; TNAP activation fold: 1.2; KOR beta-arrestin-2: 14%; XIAP antagonists: -6.9%; human PMI inhibition: 10%; NOD1 NF-kB reporter: -2%; PMI inhibition: 2%

Results for Cn1c(SCC(=O)NC2CC2)nnc1-c1cccs1 ?
KOR beta-arrestin-1: 5.5%; LYP phosphatase: -6%; HEK293 NOD2/NF-kB: 0%; KOR beta-arrestin-2: -32%; NOD1 NF-kB reporter: 29%

How did CC(=O)Nc1ccc(C)cc1NC(C)=O do in these assays?
KOR beta-arrestin-1: -1.7%; LYP phosphatase: -12%; HEK293 NOD2/NF-kB: 2%; TNAP activation fold: 1; KOR beta-arrestin-2: 37%; XIAP antagonists: -4.0%; human PMI inhibition: 3%; NOD1 NF-kB reporter: -5%; PMI inhibition: 4%

How did CN1C(=O)N(C)c2ccc(C=O)c3cccc1c23 do in these assays?
KOR beta-arrestin-1: 1.6%; LYP phosphatase: -4%; HEK293 NOD2/NF-kB: 24%; TNAP activation fold: 1.1; KOR beta-arrestin-2: -22%; XIAP antagonists: -6.2%; human PMI inhibition: 40%; NOD1 NF-kB reporter: -33%; PMI inhibition: 64%*

In the list so far, these have a nitro group on carbon.
What do the screens show for `O=C(N/N=C\c1cn[nH]c1-c1ccccc1)c1ccc([N+](=O)[O-])cc1`?
KOR beta-arrestin-1: 0.8%; LYP phosphatase: -4%; HEK293 NOD2/NF-kB: 2%; TNAP activation fold: 1.1; KOR beta-arrestin-2: -7%; XIAP antagonists: 1.2%; human PMI inhibition: 4%; NOD1 NF-kB reporter: -14%; PMI inhibition: 7%

What do the screens show for `COc1ccc(Oc2ncccc2[N+](=O)[O-])cc1`?
KOR beta-arrestin-1: 1.2%; LYP phosphatase: -4%; HEK293 NOD2/NF-kB: 6%; KOR beta-arrestin-2: -13%; NOD1 NF-kB reporter: -12%

Quoted from above, two compounds:
How did CC(=O)Nc1ccc(C)cc1NC(C)=O do in these assays?
KOR beta-arrestin-1: -1.7%; LYP phosphatase: -12%; HEK293 NOD2/NF-kB: 2%; TNAP activation fold: 1; KOR beta-arrestin-2: 37%; XIAP antagonists: -4.0%; human PMI inhibition: 3%; NOD1 NF-kB reporter: -5%; PMI inhibition: 4%

How did CN1C(=O)N(C)c2ccc(C=O)c3cccc1c23 do in these assays?
KOR beta-arrestin-1: 1.6%; LYP phosphatase: -4%; HEK293 NOD2/NF-kB: 24%; TNAP activation fold: 1.1; KOR beta-arrestin-2: -22%; XIAP antagonists: -6.2%; human PMI inhibition: 40%; NOD1 NF-kB reporter: -33%; PMI inhibition: 64%*

Screening data as filed in PubChem BioAssay.

Some of the compounds tested (hit frequency here may not be typical).
